Bioassay records (PubChem)
SR-BI DiI inh: inhibitors of SR-BI mediated HDL lipid uptake, primary screen, ldlA[mSR-BI] cells, fluorescence, single point | Scavenger receptor class B member 1 (Mus musculus), Q61009 | ldlA[mSR-BI] CHO cells, DiI-HDL uptake fluorescence, 3 h | inhibition, % at 12.5 µM | 320,000 tested, 0.96% active | AID 488896, 2010;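 active means mean replicate inhibition of at least 70% and a set share of replicates each scoring 70 or more; inconclusive means meets just one of the two criteria; inactive means fails both criteria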;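 further: 0% = median of neutral control wells and 100% = median of positive control wells; values of inactives mirror those of a sister screen read the other way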
Target sequence (Q61009 whole entry, looked up): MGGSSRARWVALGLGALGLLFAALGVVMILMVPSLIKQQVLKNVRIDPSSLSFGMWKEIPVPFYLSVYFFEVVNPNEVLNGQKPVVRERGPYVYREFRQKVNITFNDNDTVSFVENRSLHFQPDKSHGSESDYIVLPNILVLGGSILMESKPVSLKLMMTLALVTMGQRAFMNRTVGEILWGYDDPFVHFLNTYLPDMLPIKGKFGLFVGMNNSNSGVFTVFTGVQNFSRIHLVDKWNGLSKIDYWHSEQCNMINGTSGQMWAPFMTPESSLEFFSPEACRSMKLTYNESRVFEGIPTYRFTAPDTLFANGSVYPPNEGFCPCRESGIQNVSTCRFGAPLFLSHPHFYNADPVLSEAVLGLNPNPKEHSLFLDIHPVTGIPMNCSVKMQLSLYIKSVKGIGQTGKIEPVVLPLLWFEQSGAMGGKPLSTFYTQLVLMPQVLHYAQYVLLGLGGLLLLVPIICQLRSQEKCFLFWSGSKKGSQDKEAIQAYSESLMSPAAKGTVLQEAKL
Wnt act: Wnt/beta-catenin pathway activators, primary screen, cell-based, plate reader, single point; activation, % at 9.35 µM; AID 743398, 2014; Wnt/beta-catenin reporter cell assay, activator; 300,000 tested, 1.2% active; in the data active means activation above about 30%, passing the limit was not always enough; inconclusive means no clear call, values can overlap the other calls;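 further: 0% = neutral control wells and 100% = positive control wells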
MITF act: activators of MITF-driven TRPM1 promoter reporter, primary screen, cell-based, SK-MEL-5, luciferase, single point; activation, % at 12.5 µM; 300,000 tested, 0.75% active; AID 588334, 2011; SK-MEL-5 TRPM1-promoter luciferase, 24 h; % of positive control, neutral wells = 0;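 active means mean activation of at least 80% with every replicate also reaching 80%; inconclusive means mean reaches 80% but some replicate falls short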;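 further: 0% = neutral control wells and 100% = parthenolide positive control wells; values of inactives mirror those of a sister screen read the other way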
CAL PDZ FP-1: CAL PDZ peptide-binding inhibitors, primary screen, biochemical, fluorescence polarization, Cer-tagged CAL PDZ, HTS; inhibition, % at 20 µM; Golgi-associated PDZ and coiled-coil motif-containing protein (Homo sapiens), Q9HD26; purified CAL PDZ, TMR-peptide fluorescence polarization, 1 h; 330,000 tested, 0.02% active; AID 504414, 2011;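 active means highest replicate inhibition of at least 40%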;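 further: plate controls were DMSO neutral control wells for no effect and unlabeled competitor peptide control wells for full effect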
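Read-out basis: mP drop reported as inhibition | Assay system: Tagged CAL PDZ protein CerCALP, purified | Benchmarks: Unlabelled peptide for full inhibition, DMSO wells as neutral | Schedule: 1 h incubation at room temperature before polarization reading | Buffer or medium: Sodium phosphate/NaCl buffer pH 7.4 with TCEP, IgG, Thesit | Doses: Single point, 20 µM | Measured by: Fluorescence polarization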
SR-BI DiI-HDL act: activators of SR-BI mediated DiI-HDL uptake, primary screen, ldlA[mSR-BI] CHO cells, DiI fluorescence. AID 504775, 2011. 3 h; 100 = double the neutral-control signal. 320,000 tested, 0.096% active. activation, % at 12.5 µM;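 active means mean replicate activation of at least 60% and every replicate at or above 60%; inconclusive means mean or all-replicate condition met, but not both; inactive means mean below 60% and not all replicates reaching 60%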;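 further: 0% = median plate neutral-control signal and 100% = twice that signal; values of inactives mirror those of a sister screen read the other way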
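Test system: SR-BI-overexpressing, LDLR-lacking CHO cells; Also added: labelled HDL, 10 µg/mL; Measured by: bottom-read cell fluorescence after medium removal, ex 550/em 595 nm; Timing: 3 h uptake period with compound, 37 °C; Buffer or medium: F12, 0.5% BSA, 25 mM HEPES; Doses: single compound concentration, delivered by pin transfer.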
AddAB inh: growth inhibition of E. coli expressing H. pylori AddAB, primary screen, AddAB inhibitor project, absorbance. 330,000 tested, 0.29% active. AID 435030, 2010. inhibition, % at 11.9 µM; in the data active means inhibition above about 12%;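 further: 0% = vehicle wells of infected cells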
Tat transport: E. coli Tat export inhibitors, primary screen, MC4100, TorA-mCherry reporter, fluorescence, single point | inhibition, % at 10 µM | 340,000 tested, 0.036% active;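 active means mean replicate inhibition at least 50% and at least half of replicates individually reaching 50%; inconclusive means only one of the two criteria met; inactive means neither criterion met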;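 further: exported cargo escapes ClpAP degradation while cytoplasmic cargo is degraded and loses fluorescence; 0% = median of neutral control wells and 100% = median of NaSCN control wells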
CAL PDZ FP-2: untagged CAL PDZ binding inhibitors, primary screen, biochemical, fluorescence polarization, HTS | 300,000 tested, 0.92% active | purified CAL PDZ, TMR-peptide fluorescence polarization, 1 h | Golgi-associated PDZ and coiled-coil motif-containing protein (Homo sapiens), Q9HD26 | inhibition, % at 24.9 µM | AID 602252, 2012;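 active means mean inhibition of at least 30% with at least half of replicates also reaching 30%; inconclusive means no clear call, values can overlap the other calls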;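 further: 0% = DMSO neutral control and 100% = excess unlabeled competitor peptide PRC23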
Ecoli viability: E. coli V3065 growth inhibition, primary screen, counter-screen for AddAB inhibitor project, absorbance, OD600; inhibition, % at 11.9 µM; 18 h; 330,000 tested, 0.27% active;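 active means inhibition above the campaign's mean inhibition across all tested compounds plus 3 SD, cut at about 9.9% in these data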;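 further: uninfected addAB+ strain grown without phage in ampicillin broth; 0% = DMSO wells and 100% = ciprofloxacin 0.95 µg/ml wells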
phage Ecoli inh: growth loss of phage-infected E. coli, primary screen, RecBCD inhibitor project, absorbance, with phage, HTS. inhibition, % at 11.9 µM. 360,000 tested, 0.26% active. AID 651602, 2012; in the data active means inhibition above about 11%
The depositor's hits bear a star; ? = inconclusive; · = no result given. Random draw from the library. About 3.6% of those tested had a hit in this group.

SMILES	SR-BI DiI inh	Wnt act	MITF act	CAL PDZ FP-1	SR-BI DiI-HDL act	AddAB inh	Tat transport	CAL PDZ FP-2	Ecoli viability	phage Ecoli inh
COc1ccc(S(=O)(=O)Nc2ccccc2C)cc1C(=O)N1CCOCC1	-7	-9	2	-1.0	7	1.9	-5	8	0.2	3.1
O=C(Cc1ccc(Br)cc1)N1CCCCCC1	-8	·	·	-1.3	8	2.8	-1	·	-0.5	3.3
Cc1cc(S(=O)(=O)NCc2cccs2)ccc1-n1cnnn1	-7	·	-13	-1.9	7	1.8	3	-2	-1.3	0.4
CCc1nn(C(C)C(=O)NC(C)CCc2ccco2)c(=O)c2cc3occc3n12 (centres undefined)	18	·	-8	-0.2	-18	4.3	-6	2	1.0	·
CCOC(=O)C1CCN(Cc2nc3ccccc3c(=O)n2-c2ccc(OCC)cc2)CC1	-2	·	-16	-0.9	2	·	-7	-1	·	1.2
CCOC(=O)C1=C(COC(=O)CCc2ccc(F)cc2)NC(=O)NC1C (centres undefined)	20	10	·	0.1	-20	-0.3	0	2	-1.1	1.5
COc1ccc(/C(C)=N/Nc2nc(C)cc(-c3ccccc3)n2)cc1	·	1	·	·	·	1.5	·	·	3.0	-1.0
CCn1cc(/C=C(\NC(=O)c2cc(OC)c(OC)c(OC)c2)C(=O)NCCCN2CCOCC2)c2ccccc21	-2	0	1	-3.1	2	-0.2	10	-1	-2.0	2.2
O=C(NCC(=O)N(c1ccc2c(c1)OCCO2)C(C(=O)NC1CCCC1)c1ccco1)c1ccco1 (centres undefined)	0	·	·	-0.4	0	1.5	22	·	-2.6	2.0
COc1ccc(N=Cc2c(O)[nH]c3ccccc23)cc1	60	59*	50	1.6	-60	1.4	-2	1	-0.9	2.2
CC1CN(S(=O)(=O)c2cc(C(=O)N(CCc3ccccc3)Cc3ccccc3)ccc2Cl)CC(C)O1 (centres undefined)	-4	-4	-16	0.5	4	0.5	9	-5	-0.5	1.6
CC(C)Oc1cccc(C(=O)N/N=C/c2coc3ccccc3c2=O)c1	-12	4	-6	-5.1	12	·	-7	-5	·	3.8
Cc1ccc(NC(=O)c2ccccc2Br)cc1S(=O)(=O)N(C)C	30	2	9	-0.3	-30	1.7	32	-7	1.5	5.0
COc1ccc(C(=O)NNC(=S)NC(=O)/C=C/c2cccs2)cc1	1	-2	-27	0.1	-1	-6.3	-15	-3	-6.5	-2.0
CCC(C)c1ccccc1N1CC(C(=O)Nc2ccc(S(=O)(=O)N3CCOCC3)cc2)CC1=O (centres undefined)	-13	-1	2	-1.7	13	0.7	10	3	-0.3	-1.2
O=C(c1ccccc1)c1cccn1CC(=O)N1CCN(C2CCCCC2)CC1	-12	0	13	0.3	12	3.2	-8	-1	2.2	3.1
COc1ccc(N(CC(O)CN2C(=O)NC(C)(C)C2=O)S(=O)(=O)c2ccccc2)cc1 (centres undefined)	-12	0	-4	-0.6	12	3.1	10	·	4.2	3.4
CN(CCOc1ccc(-c2ccn(S(=O)(=O)c3cccc4ccccc34)n2)cc1)c1ccccn1	-13	-2	-4	-1.4	·	1.9	3	-1	3.9	1.6
COc1ccc(NC(=O)Cc2ccsc2)c(OC)c1	-2	-2	-2	-3.4	2	0.9	-12	·	-0.6	1.8
CCc1ccccc1N(CC(=O)Nc1cccnc1)S(=O)(=O)c1ccccc1	-8	3	-6	-2.2	8	-0.9	-3	-6	1.1	1.7
Cn1c(SCC(=O)N2CCCC2)nnc1-c1cccs1	·	0	11	-3.1	·	5.6	-12	-5	-0.9	2.4
COc1ccc(OC)c(NC(=O)CNC(c2ccccc2)c2ccccc2)c1	43	-1	·	0.0	-43	-1.6	-6	-4	-2.1	-0.2
CS(=O)(=O)N(Cc1ccccc1Cl)c1ccc(C(=O)NCc2cccnc2)cc1	19	1	3	0.7	-19	0.5	3	5	-3.1	1.1
Cc1ccc(-c2nn(-c3ccccc3)cc2C(N)=O)o1	4	0	3	·	-4	-1.5	7	-2	-5.3	2.3
Cc1c(Cl)cccc1N1C(=O)CC(NNC(=O)c2cccs2)C1=O (centres undefined)	14	-1	-5	-0.4	-14	0.0	1	10	2.1	2.3
COc1ccc(C2/C(=C(/O)c3ccccc3)C(=O)C(=O)N2C)cc1 (centres undefined)	-4	·	0	-1.0	4	1.4	9	-3	0.4	2.3
O=C(NCc1nnc(SCC(=O)N2CCN(c3ccccc3)CC2)o1)c1ccco1	-27	·	-6	-2.4	27	-0.3	3	-4	-2.4	2.4
Nc1c(C(=O)NCCc2ccccc2)sc2nc(N3CCOCC3)c3c(c12)CCCC3	62	2	-1	-2.1	-62	-0.7	2	-1	-2.1	2.5
Brc1ccc(OCc2ccccc2)c(CNCC2CCCO2)c1 (centres undefined)	4	-3	16	-4.0	-4	-3.1	1	-4	1.9	2.0
O=C(Nc1ccc(F)cc1)N(CCCN1CCOCC1)Cc1cc2cc3c(cc2[nH]c1=O)OCCO3	-20	·	-5	-1.6	20	2.2	11	-2	0.3	1.9
CC(C)(C)c1ccc(S(=O)(=O)O/N=C2/CCCCC2c2ccc([N+](=O)[O-])cc2[N+](=O)[O-])cc1 (centres undefined)	-18	-1	-1	-1.4	18	2.0	0	4	0.6	2.4
COC(=O)CSc1nc(C)c(Oc2ccccc2)c(=O)[nH]1	-1	8	2	·	1	1.1	-11	11	-4.5	1.6
O=C(Nc1ccc(Br)cc1Cl)N1CCOCC1	-12	-1	9	-1.9	12	4.7	2	-3	-0.5	1.9
O=C(NCCNC(=O)Nc1ccc(Cl)cc1)Nc1ccc(Cl)cc1	6	-5	11	0.3	-6	·	-7	0	·	5.5
O=C(O)CC(CC(=O)Nc1ccc(Oc2ccccc2)cc1)c1ccccc1 (centres undefined)	-17	4	-5	-0.9	17	1.3	-1	-2	0.2	0.8
CCCOC(=O)c1ccc(N2C(=O)c3ccccc3C2=O)cc1	-20	3	11	-2.4	20	-0.2	-3	-1	-1.2	0.5
CCC1CCCCN1CCCNC(=O)c1ccc(CS(=O)(=O)c2ccccc2C)o1 (centres undefined)	-11	-2	3	0.3	11	0.6	-4	-2	-4.3	1.0
CCOC(=O)c1sc2nc(N3CCCC3)c3c(c2c1N)CC(C)(C)OC3	?	-4	18	-3.8	-71	-2.1	5	-4	-3.6	1.5
Cc1[nH]c2ccc(Br)cc2c(=O)c1CN1CCOCC1	-11	·	-4	-4.2	11	0.6	-9	-3	-3.8	4.0
O=c1[nH]c(=O)n(CCO)c2nnn(Cc3ccccc3)c12	-2	·	8	·	2	-1.9	-4	8	-0.6	1.6
COc1ccc2occ(C(=O)c3ccccc3)c2c1	32	?	67	-1.2	-32	-1.6	0	-1	-0.3	0.1
CC1CCN(C(=O)c2ccc(NS(=O)(=O)c3cccc4cccnc34)cc2)CC1	-12	1	-6	0.3	12	0.3	10	-4	-0.9	0.6
Cc1c(O)nc2ccccn2c1=O	-13	1	·	0.2	13	1.2	1	-3	-1.8	0.1
CCCc1cc(=O)oc2cc(OCC(=O)NCCCn3ccnc3)ccc12	-14	0	-3	0.1	14	-0.5	8	3	1.2	3.4
N#CC1=C(N)Oc2c(oc(CO)cc2=O)C1c1ccccc1[N+](=O)[O-] (centres undefined)	·	-1	·	·	·	2.3	·	·	-1.1	0.1
O=C(Nc1ccccc1N1CCN(C(=O)c2ccccc2)CC1)c1cc(Br)ccc1Cl	40	-2	·	0.4	-40	2.7	8	-4	3.4	3.4
COc1ccc(S(=O)(=O)NC(C)C(=O)Nc2ccc3c(c2)OCCO3)cc1OC (centres undefined)	·	-1	10	-0.4	·	2.6	-5	·	0.9	1.8
COc1cccc(C(=O)NCCSCc2c(F)cccc2Cl)c1	10	-4	35	-0.8	-10	1.5	4	·	2.5	-1.2
O=C(O)C(Cc1c[nH]c2ccccc12)N1Cc2ccccc2C1=O (centres undefined)	0	0	19	-0.9	0	1.8	-1	2	-2.6	5.2
CC(NC(=O)C[n+]1cccc(Br)c1)c1ccccc1 (centres undefined)	-9	3	15	·	9	-3.4	-2	2	-0.4	1.8
C/C(=N/N1CCN(c2ccccc2)CC1)c1cccc([N+](=O)[O-])c1	7	2	10	0.8	-7	-1.4	5	-2	-3.7	0.1
O=C(O)CSCC(=O)Nc1ccc(Br)c(C(F)(F)F)c1	0	0	·	-0.1	0	0.8	-16	·	1.4	-4.9
COC(=O)C1CSC2c3ccccc3C(=O)N12 (centres undefined)	-13	-1	-6	0.8	13	0.5	8	-1	-1.0	1.5
O=[N+]([O-])c1ccccc1S(=O)(=O)NCc1ccco1	-7	-1	4	0.2	7	-1.0	-6	3	-1.7	5.4
CC(C(=O)Nc1ccc(S(=O)(=O)N2CCCC2)cc1)N1CCCC(C(N)=O)C1 (centres undefined)	-14	2	-12	-2.8	14	·	3	-5	·	3.3
Cc1[nH]c2ccccc2c(=O)c1CN1CCCCCC1	4	0	-1	-2.8	-4	-0.4	-5	2	0.0	1.9
COc1ccc(OC)c(Nc2ncnc3sc(-c4ccccc4)cc23)c1	52	·	12	-2.2	-52	4.5	2	2	0.3	2.3
CCOC(=O)[C@@H]1[C@H]2COc3ccccc3[C@H]2N2C(=O)N(c3ccc(Cl)cc3)C(=O)[C@@]12C	21	·	4	0.2	-21	3.4	1	-2	0.5	·
CNC(=O)/C(C#N)=C/c1c(N2CCN(C)CC2)nc2c(C)cccn2c1=O	-2	4	5	-2.0	2	0.1	3	0	-0.5	0.2
O=C(CN1C(=O)CSC1=O)c1ccccc1	6	3	3	-2.1	-6	-0.4	-4	-1	-1.6	0.0
Cn1c2c(c(=O)n(C)c1=O)C(NC(=O)c1cccs1)(C(F)(F)F)C(=O)N2 (centres undefined)	-24	-6	18	-0.2	24	-0.1	2	-2	-0.5	1.3
CCc1nnc(NC(=O)CN2CCN(c3cccc(OC)c3)CC2)s1	·	·	12	-0.6	·	0.3	7	·	-1.8	1.1
